Screening results: PubChem BioAssay, Sanford-Burnham Center for Chemical Genomics
H9c2 TAG inh: reduces triacylglycerol accumulation in H9c2 cells. Nile Red lipid (TAG) fluorescence; cells loaded with 200 µM oleic acid. inhibition, % at 12.5 µM. 0.66% of 230,000 active;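 active = pattern-corrected inhibition of lipid staining of at least 50% with the nuclear-stain viability signal not falling by more than 50%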;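 note: 0% = DMSO wells and 100% = triacsin C control wells; some results filed as inactive read as strong as hits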
H9c2 TAG inh DAPI viability: also measured in H9c2 TAG inh; calls as there; DAPI nuclei signal change (viability), lower = more cytotoxic, %;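 whole-well DAPI fluorescence read on a plate reader as a viability signal; minus 50 percent equals half of cells still viable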
An asterisk follows results filed as active; & = joins results of further samples. The list is partial; the hit share may differ from the screen's.

SMILES	H9c2 TAG inh	H9c2 TAG inh DAPI viability
CCCNC(=O)c1cc(C2CCCN(C(=O)c3ccc4c(c3)CCO4)C2)on1 (stereo not drawn)	-5	6
CCOC(=O)c1c(C)[nH]c(C(=O)CN2C(=O)NC(C)(C)C2=O)c1C	-7	-8
CC1(C(=O)Nc2nccs2)CCN1C(=O)C1(c2ccccc2)CC1 (stereo not drawn)	-17	5
O=C(COC(=O)/C=C/c1cccc(C(F)(F)F)c1)NC1CCS(=O)(=O)C1 (stereo not drawn)	3	-1
O=C(COc1ccccc1)N[C@@H]1c2ccccc2CC[C@@H]1OCc1ccccc1	-21	0
COc1ccc(-c2nnnn2C(C)C)cc1	4	5
CC(CCc1ccccc1)NC(=O)COC(=O)CC1CC2CCC1C2 (stereo not drawn)	-1	1
COC(=O)/C(=C\c1ccc([N+](=O)[O-])o1)NC(=O)c1ccccc1	-37	7
CCCn1nnc(NC(=O)COc2ccc(Cl)cc2)n1	-3	-12
O=C(O)c1cccc(Cn2cc(Br)cn2)c1	-23	18
COc1ccccc1CNc1nc(Nc2ccccc2Cl)c2sccc2n1	-31	10
O=C(Cc1cccc2ccccc12)N1CC[C@@]2(O)CCCC[C@H]2C1	2	-2
CC(=O)Nc1cccc(OCCOc2cccc([N+](=O)[O-])c2)c1	-13	3
Fc1ccc(-c2[nH]ncc2CN2CCN(c3ccc(F)cc3)CC2)cc1	-8	7
CC(C)(C)OC(=O)C[C@H]1C/C=C\C[C@H](CC(=O)NCCO)C(=O)N2CCC[C@@H]2COC1=O	-1	-5
CN(C)c1nc(SCC(=O)Nc2ccccc2)nc(N2CCOCC2)n1	-11	8
Cc1oc(C(C)(C)C)cc1C(=O)NC1CCN(Cc2ccccc2)CC1	5	-10
O=c1[nH]c(/C=C/c2ccc(OC(F)F)cc2)nc2c1cnn2-c1ccccc1	15	10
COc1ccc(-c2nc(CN3CCC(C(=O)NC4CCCc5ccccc54)CC3)c(C)o2)cc1OC (stereo not drawn)	-2	-12
CC1=CC(=O)C=C(C)C1=NOc1ccc([N+](=O)[O-])cc1	-1	2
O=C1OCCC1Sc1nc2ccccc2n1Cc1ccccc1 (stereo not drawn)	-23	-7
Cn1c(CNC(=O)c2ccc(Cl)c(Cl)c2)nnc1SCC(=O)Nc1sc2c(c1C#N)CCCC2	6	1
C=CCC1(Cl)C(=O)C(Cl)=C(N2CCOCC2)C1(OC)OC (stereo not drawn)	1	1
Cc1ccc(NS(=O)(=O)c2cn(C)c(=O)n(C)c2=O)cc1C	-10	3
CCCCn1nc(C(=O)NCC(=O)Nc2c(C)cccc2C)c2ccccc2c1=O	-4	-5
CCCC(=O)Nc1ccc(C(=O)COC(=O)c2c(C)noc2C)cc1	0	-4
COc1cccc(C(N)c2nc(-c3csc4ccccc34)cs2)c1 (stereo not drawn)	29	-33
O=C(CSc1n[nH]c(=O)n1-c1ccccc1)Nc1ccccc1	0	0
CCN(CC)C(=O)C1CC(=O)N(c2ccc(F)c(Cl)c2)C1 (stereo not drawn)	9	-4
CC(C)(CN1CCNCC1)NS(=O)(=O)c1ccc(Cl)cc1	2	-20
CCOC(=O)C1=C(CS(=O)(=O)c2ccccc2)NC(=O)NC1c1ccc(O)c(OC)c1 (stereo not drawn)	19	-14
Cc1cccc(C)c1NC(=S)N(CCN(C)C)C(C)c1cccnc1 (stereo not drawn)	-3	-3
O=S(=O)(Nc1ccc2ccccc2n1)c1ccccc1Cl	10	-4
C/C(=N\NC(=O)Cc1ccccc1)c1ccc(Cl)s1	5	-6
CS(=O)(=O)Nc1ccc(C(=O)NCCc2ccccc2)cc1	18	-12
O=C(/C=C/c1cccs1)NC(=S)Nc1ccc(C(=O)O)cc1	14	-12

In another format: entries from further up.
canonical_smiles: CCCC(=O)Nc1ccc(C(=O)COC(=O)c2c(C)noc2C)cc1
- H9c2 TAG inh: 0
- H9c2 TAG inh DAPI viability: -4

canonical_smiles: COc1cccc(C(N)c2nc(-c3csc4ccccc34)cs2)c1 (stereo not drawn)
- H9c2 TAG inh: 29
- H9c2 TAG inh DAPI viability: -33

canonical_smiles: O=C(CSc1n[nH]c(=O)n1-c1ccccc1)Nc1ccccc1
- H9c2 TAG inh: 0
- H9c2 TAG inh DAPI viability: 0

Exported with each value named: entries from further up
> Cc1cccc(C)c1NC(=S)N(CCN(C)C)C(C)c1cccnc1 (stereo not drawn)
  H9c2 TAG inh: -3
  H9c2 TAG inh DAPI viability: -3

> COc1cccc(C(N)c2nc(-c3csc4ccccc34)cs2)c1 (stereo not drawn)
  H9c2 TAG inh: 29
  H9c2 TAG inh DAPI viability: -33

> CCN(CC)C(=O)C1CC(=O)N(c2ccc(F)c(Cl)c2)C1 (stereo not drawn)
  H9c2 TAG inh: 9
  H9c2 TAG inh DAPI viability: -4

> O=C(CSc1n[nH]c(=O)n1-c1ccccc1)Nc1ccccc1
  H9c2 TAG inh: 0
  H9c2 TAG inh DAPI viability: 0

(next part)
SMILES	H9c2 TAG inh	H9c2 TAG inh DAPI viability
C[C@@H]1CN([C@@H](C)CO)C(=O)CCCn2cc(nn2)CO[C@H]1CN(C)S(=O)(=O)c1cccc(C#N)c1	-4	-3
COc1ccccc1OCC(=O)NNC(=O)c1ccoc1C	-6	-2
CCOc1ccccc1NC(=O)CN1C(=O)COc2ccc(Cl)cc21	7	-13
COc1cccc(C2CC(C(F)(F)F)n3ncc(C(=O)NC(C)(C)C)c3N2)c1 (stereo not drawn)	4	-1
CC(Sc1nnc(C(F)(F)F)n1C)C(=O)NC(N)=O (stereo not drawn)	-1	-5
COc1ccc(-c2nc3ccccn3c2NC2CCCCC2)cc1SC1CCCCC1	38	118
O=C(NCCCc1ccncc1)C1CCC(=O)N(Cc2ccc(Cl)cc2)C1 (stereo not drawn)	3	-1
CC(C)NC(=O)c1cc(C2CCCCN2C(=O)c2cc(C(C)(C)C)nn2C)on1 (stereo not drawn)	-5	9
Cc1ccc(N(Cc2ccccc2)C(=O)c2ccc(Cl)c(S(=O)(=O)N3CCOCC3)c2)cc1	-11	4
COc1ccc(OC)c(CN2CCN(S(=O)(=O)c3ccc(NC(C)=O)cc3)CC2)c1	-14	-2
O=C(COc1ccc2c(c1)C(=O)CC1(CCCCC1)O2)NCc1ccccc1	11	20
OCCC1CN(Cc2ccc(F)cc2)CCN1CCCc1ccccc1 (stereo not drawn)	15	-11
O=C(O)C1CC=CCC1C(=O)NCCc1ccccc1 (stereo not drawn)	-3	10
O=C(CSc1nc(O)cc(=O)n1C1CCCC1)Nc1cccc(Cl)c1Cl	5	-3
Cc1ccc(C(=O)N/C(=C/c2ccc(-c3cccc([N+](=O)[O-])c3)o2)C(=O)NCCCN(C)C)cc1	27	-11
O=C(CCc1c[nH]c2ccccc12)N1CCN(c2ccc(O)cc2)CC1	8	-36
COC(=O)N1C(=O)[C@](c2ccsc2)(C(C)C)N1C(=O)OC	-11	1
Cc1cnc(C(=O)OCC(=O)Nc2ccc(Cl)cn2)cn1	4	0
CC(=O)Nc1ccc(NC(=O)CSc2nnc(NC(=O)c3ccccc3F)s2)cc1	8	-8
CC(NC(=O)CCc1nnc(-c2ccc(-c3ccccc3)cc2)o1)c1nc2ccccc2[nH]1 (stereo not drawn)	7	5
O=C(CN1C(=O)c2cccc3cccc1c23)Nc1ccc(S(=O)(=O)N2CCOCC2)cc1	3	0
Cc1ccc(SC[C@H](c2ccccc2)N2CCN(CC(C)C)CCC2=O)cc1	13	-9
Cc1cc(/C=C(\C#N)C(=O)NCc2ccco2)c(C)n1-c1ccc(C(=O)O)cc1	3	3
Cc1cc(C)cc(N2Cc3ccccc3C2)c1	-9	3
COc1ccc(NC(=O)N(C)C[C@@H]2OCc3cn(nn3)CCCC(=O)N([C@H](C)CO)C[C@H]2C)cc1	0	-5
NC(=O)NC(=O)Nc1ccccc1Cl	-5	16
COc1ccc(N(C)S(=O)(=O)c2ccc(Cl)c(C(=O)NCCc3ccc(Cl)cc3)c2)cc1	-12	8
NC(=O)Nc1ccc(C(=O)OCC(=O)NC2CCCc3ccccc32)cc1 (stereo not drawn)	16	-6
Cc1ccc2c(Cl)cc(Cl)c(OCC(=O)Nc3cc(S(=O)(=O)N(C)C)ccc3C)c2n1	7	-7
CC(=O)N1C[C@H]2CON(C)[C@H]2C[C@H]1c1cccc(-c2ccccc2C)c1	12	-11
COc1ccc(NC(=S)N(CCCN2CCOCC2)Cc2ccco2)cc1	-6	2
O=C(C[C@H]1C(=O)N(Cc2cccnc2)C[C@@H]1Cc1ccccc1)Nc1ccccc1	-1	2
COc1cccc(/C=N/Nc2snc(SC)c2C#N)c1	5	9
COCc1c(C(=O)Nc2nnc(C3CC3)s2)oc2ccccc12	0	-7
O=C(/C=C/c1ccccc1)Nc1ccc(NC(=O)c2cccs2)cc1	35	-8
ClCC1=Nc2ccccc2Cc2ccccc21	8	-3
Nc1ccc(S(=O)(=O)O)cn1	-3&2&-3	5&2&3
COC(=O)C1=C(C(=O)OC)[C@@H]2N(C)c3ccccc3[C@@]23C[C@@H](C(=O)OC)N=C3N1	-10	4
O=C(CCC1CCCC1)NCCS(=O)(=O)N1CCN(c2ccccc2)CC1	19	-16
CCOC(=O)c1c(C)n(-c2ccccc2)c2ccc(O)cc12	-4	5
O=C(CCCN1C(=O)c2ccccc2C1=O)NCc1cccnc1	2	1
COc1ccc(C(=O)NNC(=O)c2cc(C)nc3ccccc23)cc1	-12	-1
COc1cc(C2CC(=O)NC(SCC(=O)Nc3ccccc3C)=C2C#N)ccc1O (stereo not drawn)	-9	-11
COc1ccc(S(=O)(=O)N(CC(=O)N/N=C/c2ccccc2C(=O)O)c2ccccc2OC)cc1	-6	2
O=C(Nc1cccc(NC(=O)c2cccs2)c1)c1ccco1	34	0
COC(=O)c1sccc1NC(=O)C12CC3CC(CC(C3)C1)C2	19	-19
COc1ccc2oc(C(=O)Nc3cccc(S(=O)(=O)N4CCOCC4)c3)c(C)c2c1	39	2
CSc1ccccc1C(=O)N1CCc2ccc(NC(=O)c3ccccn3)cc2C1	-8	7
Cc1ccc(C2=Nc3ccccc3N=C(c3ccco3)C2)c(O)c1	-8	4
FC(F)(F)c1cc(-c2ccco2)nc(NCc2ccccc2)n1	-48	11
NC(=O)C1=C[C@H](c2csc3ccccc23)C[C@H](OCc2ccc(CO)cc2)O1	-65	-12
O=C(NNc1c(F)c(F)cc(F)c1F)c1ccco1	-25	5
Cc1ccc(C(=O)NC(=S)N2CCN(c3cc(C)ccc3C)CC2)cc1	7	8
Cc1cccc(Cl)c1NNC(=O)Nc1c([N+](=O)[O-])c(C)nn1C	-8	4
O=C(c1ccccc1)c1nnc(-c2ccccc2F)o1	0	-8
CCn1c(SC(C)C(=O)Nc2nccs2)nnc1-c1ccncc1 (stereo not drawn)	1	-2
Cc1noc(C)c1S(=O)(=O)Nc1ccc(C(=O)N2CCc3ccccc3C2)cc1	-8	2
COC(=O)c1c(NC(=O)c2ccc(C(=O)c3ccccc3)cc2)sc2c1CC(C)(C)NC2(C)C	20	-2
CCOc1cc(Br)c(/C=C2/C(=O)N(C)C(=S)N2CC(=O)OC)cc1OC	3	-2
c1ccc(OCc2nnc3sc(-c4cccs4)nn23)cc1	-14	1

Pulled by structure from above, three records:
SMILES	H9c2 TAG inh	H9c2 TAG inh DAPI viability
O=C(CCCN1C(=O)c2ccccc2C1=O)NCc1cccnc1	2	1
COc1ccccc1OCC(=O)NNC(=O)c1ccoc1C	-6	-2
O=c1[nH]c(/C=C/c2ccc(OC(F)F)cc2)nc2c1cnn2-c1ccccc1	15	10

Remaining list, next part:
SMILES	H9c2 TAG inh	H9c2 TAG inh DAPI viability
Cc1cc(C)nc(NC(=O)CSc2nnnn2-c2ccccc2)n1	15	6
Cc1cc(OC(F)F)ccc1NC(=O)Nc1ccc2c(c1)OCO2	10	-3
Cc1cc(C)c2c(N)c(C(=O)NCc3ccco3)sc2n1	-2	12
COc1nc2c(C)cccc2cc1-c1noc(-c2ccco2)n1	3	2
CCCCc1nc2n[nH]c(N)c2c2c1CSC(C)(C)C2	-15	1
CCN(CC)S(=O)(=O)c1cccc(NC(=O)c2cccc(S(=O)(=O)N3CCCC3)c2)c1	-4	-10
CSc1nsc(SCC(=O)N2CCc3ccccc32)n1	6	6
COc1ccc(-c2cnc3c(NC(C)=O)cc(-c4ccccc4CN(C)C)cn23)cc1OC	6	23
N#Cc1ccccc1S(=O)(=O)N1CCN(C(=O)c2ccc(-n3cncn3)c([N+](=O)[O-])c2)CC1	-1	1
CCn1c(SCC(=O)Nc2cc(C)on2)nc2c(c1=O)SCC2	1	0
COC(=O)c1cc(NC(=O)CSc2nnc(N)s2)ccc1Cl	3	1
Cc1ccc(N(Cc2cc3ccccc3[nH]c2=O)C(=O)c2ccco2)c(C)c1	-16	-1
CC(=O)c1ccc(NC(=O)CC23CC4CC(C2)CC(n2nnc(C)n2)(C4)C3)cc1	-8	2
Cc1ccc(N(CC(=O)Nc2cc(C)ccc2C)S(C)(=O)=O)cc1	8	-1
C/C(=N\OC(=O)c1cccc(C(F)(F)F)c1)c1sc(-c2ccccc2)nc1C	11	11
CCn1c(=O)c(-c2cc(=O)[nH][nH]2)c(O)c2ccccc21	-7	-4
COc1ccc(NC(=O)CNC(=O)c2ccco2)cc1	8	-2
CC(NC(=O)COC(=O)Cn1cc(C(F)(F)F)ccc1=O)c1ccccc1 (stereo not drawn)	2	20
